# Screening data: PubChem, several laboratories
# RGS4 act: RGS4 potentiators or activators, primary screen, cell-based, HEK293 M3R inducible RGS4, calcium flux. 0.92% of 310,000 active. carbachol calcium flux Fluo4; stronger effect = lower value. B-score at 10 µM;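 active means B-score of the integrated calcium signal more than 4 SD below the library mean, with starting fluorescence not abnormally high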;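 further: negative B-score means reduced calcium response which marks RGS4 activation or potentiation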
#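 test system = HEK293 cells with stable M3R and inducible RGS4 | schedule = recording 10 s baseline at 1 Hz, 100 s post-agonist | technique = Fluo4-AM (2 µM) calcium-flux fluorescence, kinetic read | measure = Agonist-evoked peak-minus-minimum fluorescence over baseline, integrated ratio, B score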
# DYRK1A inh: rat Dyrk1A kinase inhibitors, primary screen, biochemical, single point, plate reader | Dual specificity tyrosine-phosphorylation-regulated kinase 1A (Rattus norvegicus), Q63470 | ADP-Glo luminescence, NFATc1 peptide | inhibition, % at 12.5 µM | 0.43% of 310,000 active | AID 504441, 2011; in the data active means inhibition above about 50%;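 further: plate controls were vehicle with enzyme for no effect and no enzyme for full effect; many of its hits are not listed in these tables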
# hERG rescue: hERG rescue from dofetilide block, primary screen, cell-based, CHO-hERG, FluxOR thallium flux, dofetilide IC70. Voltage-gated inwardly rectifying potassium channel KCNH2 (Homo sapiens), Q12809. dofetilide IC70 present. activation (rescue from dofetilide block), less the hit threshold, % at 10 µM. 0.51% of 310,000 active. AID 1511, 2009;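 active means activation above the mean of controls blocked by dofetilide plus 5 SD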;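 further: thallium influx through hERG after potassium depolarization seen as dye fluorescence rise; in these data hits start at about 4.7%; inactives centre near -7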
# PolyA inhibitor: polyadenylation inhibitors in yeast reporter cells, primary screen, luminescence, S. cerevisiae | S. cerevisiae SKY197-pL101 polyadenylation reporter, beta-gal luminescence; efflux-impaired pdr1/pdr3 knockout yeast; score 100 = 6 SD above DMSO | calls only at 12 µM | 0.02% of 300,000 active | AID 1875, 2009;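 active means lowest replicate activity score at least 50, where 100 means six control SD above control mean; inconclusive means lowest score under 50 but half or more replicates reach 50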;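 further: yeast exposed to compound for 9 h at 30 °C; higher score means more reporter readthrough which indicates perturbed polyadenylation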
# KCNK9 block: KCNK9 potassium channel inhibitors, primary screen, HEK293 cells, thallium flux | FluxOR thallium flux fluorescence; stronger effect = lower value | Potassium channel subfamily K member 9 (Homo sapiens), Q9NPC2 | B-score at 10 µM | 1.2% of 310,000 active;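 active means ratio B-score over 3 SD below the library mean, with starting fluorescence within 5 SD of its mean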;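 further: negative B-score means less thallium flux so channel inhibition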
# GSK3A inh: blockers of GSK3A enzyme activity – biochemical, luminescence, cell-free homogeneous, HTS, primary screen; inhibition, % at 10 µM; 0.1% of 320,000 active; GSK-3 alpha kinase, ADP-Glo luminescence, 60 min; Glycogen synthase kinase-3 alpha (Homo sapiens), P49840; AID 2650, 2010;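 in the data active means inhibition above about 50%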;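 further: GST-tagged GSK-3 alpha with peptide substrate and 25 µM ATP; 0% = DMSO neutral wells and 100% = GW8510 positive control wells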
# KCNQ1 block: inhibitors of human KCNQ1 channel, primary screen, cell-based, thallium flux, high-throughput | Potassium voltage-gated channel subfamily KQT member 1 (Homo sapiens), P51787 | CHO-K1 KCNQ1, FluxOR thallium flux fluorescence; stronger effect = higher value | B-score at 10 µM | 1.3% of 310,000 active;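 active means compounds whose thallium flux B-score, printed positive for inhibition, exceeds three library SD while starting fluorescence stays within three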;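 further: channel opened by potassium depolarization with thallium stimulus after 20 min compound exposure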
# KCNK3 block: human KCNK3 channel inhibitors, primary screen, CHO cells, FluxOR thallium flux, B-score | Potassium channel subfamily K member 3 (Homo sapiens), O14649 | FluxOR fluorescence; stronger effect = lower value | B-score at 10 µM | 0.84% of 340,000 active | AID 602410, 2012;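 active means B-score under library mean minus 4 SD, starting fluorescence ratio at most library mean plus 5 SD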;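 further: more negative B-score means stronger inhibition of thallium flux through KCNK3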
# Target sequence (O14649 whole entry, looked up): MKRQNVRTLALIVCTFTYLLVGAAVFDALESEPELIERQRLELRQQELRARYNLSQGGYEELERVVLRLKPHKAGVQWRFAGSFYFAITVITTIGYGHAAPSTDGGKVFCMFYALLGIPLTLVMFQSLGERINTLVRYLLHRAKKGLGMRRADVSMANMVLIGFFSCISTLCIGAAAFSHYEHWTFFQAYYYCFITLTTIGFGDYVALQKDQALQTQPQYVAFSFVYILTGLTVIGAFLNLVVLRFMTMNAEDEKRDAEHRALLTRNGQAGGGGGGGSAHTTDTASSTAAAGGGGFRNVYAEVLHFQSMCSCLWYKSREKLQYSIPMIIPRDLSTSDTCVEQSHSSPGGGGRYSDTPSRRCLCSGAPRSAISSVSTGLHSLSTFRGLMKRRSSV
# HDAC3 inhib: HDAC3 deacetylase inhibitors, primary screen, biochemical, fluorescence, cell-free homogeneous. Histone deacetylase 3 (Homo sapiens), O15379. recombinant HDAC3, fluorogenic peptide/trypsin coupled. inhibition, % at 8.3 µM. 0.15% of 320,000 active. AID 2718, 2010; in the data active means inhibition above about 26%, passing the limit was not always enough; inconclusive means no clear call, values can overlap the other calls
# Target sequence (O15379 whole entry, looked up): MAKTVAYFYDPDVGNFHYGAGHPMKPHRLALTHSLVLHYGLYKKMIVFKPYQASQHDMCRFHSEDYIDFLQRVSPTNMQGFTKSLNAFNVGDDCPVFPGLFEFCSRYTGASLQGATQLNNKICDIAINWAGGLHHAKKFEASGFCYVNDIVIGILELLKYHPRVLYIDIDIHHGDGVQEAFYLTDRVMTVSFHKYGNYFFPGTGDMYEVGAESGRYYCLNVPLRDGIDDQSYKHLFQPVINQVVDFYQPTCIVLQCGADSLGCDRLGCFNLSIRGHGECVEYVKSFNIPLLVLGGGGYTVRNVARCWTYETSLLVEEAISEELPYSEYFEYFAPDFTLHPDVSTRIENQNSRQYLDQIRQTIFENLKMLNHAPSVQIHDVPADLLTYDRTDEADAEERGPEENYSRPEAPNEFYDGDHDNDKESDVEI
# GSK3beta inhib: human GSK3beta kinase inhibitors, primary screen, biochemical, cell-free homogeneous, HTS. 0.038% of 300,000 active. Glycogen synthase kinase-3 beta (Homo sapiens), P49841. activity score (negative = inhibition), % at 10 µM. GST-GSK3beta kinase, ADP-Glo luminescence, 60 min; stronger effect = lower value;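 active means more than half of replicate wells score below -50%, meaning over 50% inhibition versus plate controls; inconclusive means some replicates but at most half score below -50%; inactive means no replicate scores below -50%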;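 further: 0% = median DMSO wells and -100% = median GW8510 positive control wells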
#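 Test system: GST-tagged human GSK3beta kinase, cell-free; evaluation: activity score scaled between in-plate DMSO and GW8510 controls; measured by: ADP-Glo luminescence; incubation: 60 min reaction, RT; benchmarks: DMSO and 20 µM GW8510; reagent: peptide substrate plus 25 µM ATP (final); medium: Tris/MgCl2 kinase buffer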
# KCNQ1 act: potentiators or activators of KCNQ1 channel, primary screen, cell-based, thallium flux, high-throughput | Potassium voltage-gated channel subfamily KQT member 1 (Homo sapiens), P51787 | CHO-K1 KCNQ1, thallium flux FluxOR fluorescence; stronger effect = higher value | B-score at 10 µM | 0.35% of 310,000 active;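 active means fluorescence ratio B-score, a plate-corrected score, at least three library SD, with initial intensity B-score within 5 SD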
#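 Assay system: CHO-K1 cells stably expressing KCNQ1; Medium: assay buffer with matched DMSO; Also added: K+/Tl+ depolarizing stimulus; Dosing: single dose; Timing: dye 90 min, compound 20 min, room temperature; Measured by: kinetic FluxOR thallium fluorescence, 10-s 1-Hz baseline, 110-s post-stimulus read; Read-out: peak-minus-minimum fluorescence over initial fluorescence, negative-control normalized, B-scored.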
# * = called active by the depositor; i = inactive; ? = inconclusive; . = not tested or not shown. An excerpt; the hit share may differ from the screen's.
SMILES,RGS4 act,DYRK1A inh,hERG rescue,PolyA inhibitor,KCNK9 block,GSK3A inh,KCNQ1 block,KCNK3 block,HDAC3 inhib,GSK3beta inhib,KCNQ1 act
Cc1cc(C(=O)c2ccc(C(C)(C)C)cc2)c(NC(=O)CCl)s1,i,1,-8,i,i,3,i,i,3,4,i
S=C1NCCOCCOCCOCCNC(=S)N2CCOCCOCCN1CCOCCOCC2,i,-5,-8,i,i,-7,i,i,?,1,i
CCn1c(COc2ccc(Cl)c(C)c2)nnc1SCC(=O)N1CCCC1,i,-5,-7,i,i,-2,i,i,-1,1,i
O=C(NC1CCCCC1)C1CCCN(c2nnnn2-c2ccccc2)C1 (centres undefined),i,10,-12,i,i,1,i,i,-7,8,i
COc1cc(CN(C(=O)c2ccco2)C2CCS(=O)(=O)C2)cc(OC)c1OC (centres undefined),i,1,-8,i,i,.,i,i,.,-2,i
CCOC(=O)c1sc(Nc2nc3c(OC)cccc3s2)cc1C,i,3,-10,i,i,-1,i,i,0,2,i
O=C(CSCc1ccc(F)cc1)NCc1cccs1,i,3,-2,i,i,-1,i,i,2,2,i
COc1ccc(NC(=O)c2ccc3ccccc3c2)cc1,i,3,-13,i,i,-3,i,i,3,0,i
Cc1cc(NC(=O)CSc2nnnn2-c2ccccc2)no1,i,0,-13,i,i,0,i,i,-1,2,i
Cc1ccc(C2=NC(C)(C)NC2=O)cc1,i,-5,-4,i,i,9,i,i,-2,-1,i
CNc1nnc(-c2ccco2)s1,i,.,-9,i,i,-5,i,i,.,-7,i
Cc1cc(C)nc(NC(=O)NS(=O)(=O)Nc2ccc(Br)cn2)n1,i,2,-5,i,i,.,i,i,-7,0,i
COc1ccc(C(=O)/C=C2/c3ccccc3CC(C)(C)N2C)cc1OC,i,-2,-3,i,i,1,i,i,1,-4,i
COC(=O)C1CCN(C(=O)CCC2CCCCC2)CC1,i,5,-3,i,i,-2,i,i,0,1,i
COc1ccc(CNC2CCCCC2)cc1,i,9,-5,i,i,-1,i,i,3,0,i
COCCOC(=O)c1c(C)oc2ccc(OC(=O)COc3c(F)c(F)c(F)c(F)c3F)cc12,i,3,-13,i,i,0,i,i,-1,0,i
O=C(OCC(=O)c1ccccc1Cl)c1cnccn1,i,-1,-6,i,i,0,i,i,-2,-4,i
Cc1ccc(C2CC(=O)c3cnc(NC(=O)c4ccco4)nc3C2)cc1 (centres undefined),i,17,-11,i,i,.,i,i,.,2,i
CCn1c(SCC(=O)N/N=C\c2ccccc2OCC(=O)O)nnc1-c1ccc(Cl)cc1,i,-3,-6,i,i,-4,i,i,14,-4,i
Cc1nc(NCc2ccccc2)[nH]c(=O)c1CCC(C)C,i,-2,-9,i,i,1,i,i,-1,-2,i
Cc1cc(CNC(=O)CC2C(=O)NCCN2Cc2ccccc2)nn1C (centres undefined),i,5,-5,i,i,0,i,i,2,-2,i
O=C(CSCc1nc2ccccc2[nH]1)Nc1ccc(Oc2ccccc2)cc1,i,-2,0,i,i,2,i,i,6,0,i
Cc1ccc2cc(CN(Cc3ccco3)C(=O)c3cccs3)c(=O)[nH]c2c1,i,4,-6,i,i,6,i,i,3,-1,i
COC(=O)c1c(C(=O)OC)c(-c2ccccc2)n2c1CCC2,i,6,-10,i,i,1,i,i,-2,-3,i
O=C(CSc1ccc2nnc(-c3ccccc3)n2n1)N1CCCCC1,i,9,-9,i,i,5,i,i,-8,-3,i

# (list continues)
SMILES,RGS4 act,DYRK1A inh,hERG rescue,PolyA inhibitor,KCNK9 block,GSK3A inh,KCNQ1 block,KCNK3 block,HDAC3 inhib,GSK3beta inhib,KCNQ1 act
c1ccc(C[n+]2ccc3ccccc3c2)cc1,-7.9*,13,-9,i,i,1,i,i,-4,3,i
Cc1cc(C(=O)CCC(=O)NC(C)c2ccc(S(N)(=O)=O)cc2)c(C)s1 (centres undefined),i,-4,-2,i,i,0,i,i,1,-3,i
CCOc1ccc(C(=O)N/N=C/c2cc([N+](=O)[O-])cs2)cc1,i,6,0,i,i,-1,i,i,-1,-2,i
Cc1ccc(S(=O)(=O)Nc2ccc3c(c2)OCCO3)c(C)c1NS(C)(=O)=O,i,9,-15,i,i,0,i,i,-8,-3,i
C/C(=N\Nc1ncc(Cl)cc1Cl)c1ccc2c(c1)OCO2,i,-5,-3,i,i,-2,i,i,-3,-2,i
O=C(NNS(=O)(=O)c1ccc(Cl)cc1)c1cnn(-c2ccccc2)c1-n1cccc1,i,0,-5,i,i,-2,i,i,0,3,i
Cc1ccccc1NC1=NC(=S)N(c2ccccc2)C12CCCCC2,i,-2,12*,i,i,3,i,i,3,2,15*
N=c1n(Cc2ccccc2)c2ccccc2n1CC(O)c1ccco1 (centres undefined),i,2,-8,i,i,-3,i,i,-1,20,i
Cc1nc(N2CCOCC2)c(C#N)c(C)c1Br,i,9,-8,i,i,1,i,i,-4,0,i
Nc1cc2ccccc2oc1=O,i,-2,-8,i,i,-1,i,i,1,-1,i
CN(C)S(=O)(=O)c1ccc(N2CCOCC2)c(C(=O)O)c1,i,-7,-13,i,i,-3,i,i,-4,0,i
CCn1c(-c2cccnc2Cl)nc2ccccc21,i,4,-17,i,i,-3,i,i,-5,3,i
NC(=O)C1CCN(CCC(=O)Nc2ccc(F)c(F)c2)CC1,i,15,-1,i,i,-1,i,i,0,2,i
Cc1ccc(-c2nc3cc(Br)cnc3nc2-c2ccc(C)cc2)cc1,i,1,-15,i,i,-2,i,i,5,-5,i
Cc1ccc2c(C)c(C(=O)N(Cc3ccccc3)C3CCS(=O)(=O)C3)oc2c1 (centres undefined),i,5,-12,i,i,2,i,i,1,0,i
Cc1occc1C(=O)N/N=C/c1ccccc1[N+](=O)[O-],i,1,0,i,i,0,i,i,2,1,i
CCOC(=O)N1CCN(c2c(N3CC=C(c4ccccc4)CC3)c(=O)c2=O)CC1,i,-3,-7,i,i,-1,i,i,-3,-1,i
N#Cc1ccc(OCC(=O)N/N=C2/CC(c3ccccc3)Oc3ccccc32)cc1 (centres undefined),i,-7,-2,i,i,-1,i,i,5,0,i
CCOc1cc(C(=O)NC(C)C2CC3CCC2C3)cc(OCC)c1OCC (centres undefined),i,.,-4,i,i,-4,i,i,-1,1,i
O=C(NCc1ccncc1)C1CCCN(S(=O)(=O)Cc2ccccc2)C1 (centres undefined),i,0,-5,i,i,-2,i,i,1,-15,i
Cc1nn2c(N3CCOCC3)cc(C(C)(C)C)nc2c1-c1ccccc1,i,-4,-5,i,i,-3,i,i,-8,-3,i
CC(C)N(Cc1nc(-c2ccccc2)no1)C(=O)c1ccc(Br)o1,i,0,-6,i,i,2,i,i,5,1,i
Cc1cccc(-c2onc3ccc(C4(C)OCCO4)cc23)c1,i,34,-3,i,i,-2,i,i,4,1,i
COC(=O)CCSc1cc([N+](=O)[O-])cc2c1c(C1OCCS1)nn2-c1ccccc1 (centres undefined),i,13,-11,i,i,.,i,i,-1,1,i
CC(C)/C=C/C(=O)N1CCC(N2CCC(C(=O)N3CCOCC3)CC2)CC1,i,0,-8,i,i,1,i,i,0,-10,i

# More compounds follow:
SMILES,RGS4 act,DYRK1A inh,hERG rescue,PolyA inhibitor,KCNK9 block,GSK3A inh,KCNQ1 block,KCNK3 block,HDAC3 inhib,GSK3beta inhib,KCNQ1 act
COc1cccc(OCc2nnc(-c3cccs3)o2)c1,i,0,-18,i,i,-3,i,i,-5,3,i
O=C(Nc1sc2c(c1C(=O)O)CCC2)c1ccccc1F,i,5,-10,i,i,-4,i,i,6,4,i
CCOC(=O)CCc1c(C)c2ccc(OCC)c(C)c2oc1=O,i,.,-13,i,i,-1,i,.,-5,0,i
CCOP(=O)(c1ccccc1)C(O)c1ccc(Br)cc1 (centres undefined),i,-5,-5,i,i,-1,i,i,0,-2,i
CC1CCN(C(=O)c2cc3ccccc3cc2O)CC1,i,-4,-19,i,i,-2,i,i,-2,0,i
COc1ccc(NC(=O)O/N=C/c2ccccc2Cl)cc1,i,-2,-8,i,i,0,i,i,3,0,i
Cc1ccc(-c2csc(Nc3ccc(C(=O)O)cc3)[n+]2Cc2ccccc2)cc1,i,.,-1,i,i,6,i,i,-2,2,i
Cc1nnsc1C(=O)Nc1ccc(Cl)cc1,i,2,-15,i,i,-1,i,i,-9,0,i
O=C(NC1CCCc2ccccc21)C1CCN(C(=O)c2sccc2-n2cccc2)CC1 (centres undefined),i,6,-12,i,i,0,i,i,8,-2,i
O=C(c1cccc(Oc2ccccc2)c1)N1CCOCC1,i,-8,-3,i,i,-3,i,i,2,0,i
COc1cc(/C=N\Nc2ccc([N+](=O)[O-])cc2)ccc1OCC(=O)Nc1ccc(C)c(C)c1,i,0,-5,i,i,.,i,i,.,2,i
O=C(Nc1ccccc1)C1CC=CCC1C(=O)OCC1CCCO1 (centres undefined),i,0,-9,i,i,2,i,i,-4,2,i
COc1ccc(CC(C)N2CCN(Cc3ccccc3)CC2)c(OC)c1 (centres undefined),i,-8,-11,i,i,-4,i,i,-4,-8,i
COc1ccc(/C=N\NC(=O)c2cccc(Br)c2)c(OC)c1,i,3,-9,i,i,-4,i,i,5,0,i
CCCOc1ccc(/C=N/NC(=O)C2CC2)c(OCCC)c1,i,-4,-4,i,i,1,i,i,1,0,i
